Source: PubChem (National Center for Advancing Translational Sciences (NCATS))
Vif-A3F inh = blocks the Vif interaction with APOBEC3F; HeLa A3F-eYFP + Vif (tagged APOBEC3F with the HIV-1 protein that degrades it), YFP fluorescence increase; Potency, µM (doses to about 46.1 µM), inactives show at the highest dose activity, negative = active; 390,000 tested, 0.2% active; further: potency means the concentration at half of the fitted maximal effect; % of control where 0% means no effect; nearly all actives have a fitted effect of over 65% in size
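HeLa cells stably expressing Vif plus C-terminally eYFP-tagged A3F were seeded, incubated overnight at 37 deg C, dosed with compound, incubated overnight again at 37 deg C. Yellow fluorescence (Ex 488/Em 500-530) reported blocked Vif-mediated A3F-eYFP degradation.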
RXFP1 ag = agonists of human relaxin receptor RXFP1; Q9HBX9; HEK293T-RXFP1 cAMP TR-FRET, 30 min; response scale: percent of porcine relaxin response, buffer zero; Potency, µM (doses to about 57.5 µM), without a hit: at the highest dose activation, actives largely listed as activators; 370,000 tested, 0.3% active; AID 2676; further: potency means the concentration at half of the fitted maximal effect; on the % scale 0 is the no-effect control and ±100 the full control effect; nearly all actives have a fitted effect of over 60% in size; many of its hits are not listed in these tables
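HEK293 cells stably expressing RXFP1, treated 30 min at 37C with compounds plus PDE4 inhibitor Ro 20174; cAMP measured by HTRF TR-FRET. Normalized to buffer and 29 nM porcine relaxin; EC50 by Hill fit.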
USP1 inh = inhibitors of human USP1/UAF1 deubiquitinase; 390,000 tested, 0.23% active; Potency, µM (top dose mostly 57.1 µM), without a hit: at the highest dose activity change, negative = inhibition, hits mostly inhibitors; recombinant USP1/UAF1, Ub-Rhodamine cleavage fluorescence; AID 743255; further: potency means the concentration at half of the fitted maximal effect; on the % scale 0 is the no-effect control and ±100 the full control effect; nearly all actives have a fitted effect of over 60% in size; inactives centre near -12
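USP1/UAF1 complex at 1 nM was preincubated with compound for 15 min at room temperature, then Ub-Rho substrate (150nM final) was added. Fluorescence (480/540 nm) was read kinetically, 6 reads every 60 seconds.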
LDHA inh = blocks human lactate dehydrogenase A; 480,000 tested, 0.15% active; AID 1347041; activity change, % (values are at about 110 or 230 µM); purified LDHA, NADH/diaphorase-resazurin fluorescence; hits give low values; in the data active means activity change below about -30%; inconclusive means mostly about -25% to -30%;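 further: plate controls were DMSO wells for no effect and wells without enzyme for full effect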
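Resorufin fluorescence (ex540/em590), read at 0 and 20 min after diaphorase/resazurin addition, reports the NADH left after a 5 min room-temperature reaction of 2 nM human LDH5 with 0.06 mM NADH and 0.2 mM pyruvate.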
Glioma ERSR ind = induces the endoplasmic reticulum stress response in human glioma cells; U87-MG GRP78 promoter luciferase reporter, 16 h; Potency, µM, inactives show at the highest dose activation, usual class: activators; 420,000 tested, 0.02% active; further: potency means the concentration at half of the fitted maximal effect; series mostly up to about 76 µM; % of control where 0% means no effect; nearly all actives have a fitted effect of over 35% in size
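Stably transfected U87-MG human glioma cells carrying a GRP78-based luminescent sensor were seeded at 1000 cells/well, pin-dosed with compounds and incubated 16 h. Luciferase reagent was then added, and end-point luminescence was read after 10 min at room temperature.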
mIDH1 inhibitor = inhibitors of human mutant IDH1 R132H. IDH1-R132H enzyme, NADPH consumption, diaphorase/resazurin fluorescence. AID 602179. Potency, µM (doses to about 76.6 µM), for inactives: at the top dose activity change, negative = inhibition, most hits filed as inhibitors. 390,000 tested, 0.093% active; further: potency means the concentration at half of the fitted maximal effect; on the % scale 0 is the no-effect control and ±100 the full control effect; nearly all actives have a fitted effect of over 65% in size
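IDH1-R132H (0.5 ug/mL) preincubated 30 min with compound, then NADPH (0.016 mM) and alpha-KG (2 mM) added; 80 min at RT, pH 7.5. Remaining NADPH coupled via diaphorase/resazurin to fluorescence (540/590 nm); concentration-response curves normalized to no-enzyme control.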
PI4K2A block = blocks human PI4K2A kinase activity; purified PI4K2A, ADP-Glo luminescence, 1 h; hits give low values; Q9BTU6; activity change, negative = inhibition, % at 76.9 µM; 420,000 tested, 0.13% active; AID 1346378; in the data active means activity change below about -50%; inconclusive means mostly about -30% to -49%;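 further: -100% = wells without enzyme as full effect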
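ADP-Glo luminescence measured ADP generated by PI4K2A enzyme (4 ug/mL before mixing) with 1.2 mM PI substrate (pre-mix) and 300 microM ATP (pre-mix). Tris pH7.5 buffer with MgCl2, Triton X-100; 1 h reaction at ambient temperature.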
TrxR1 substrate = is turned over as a substrate by rat TrxR1; O89049; purified TrxR1 substrate turnover, NADPH consumption readout; Potency, µM (doses to about 114 µM), for inactives: at the highest dose activity change, negative = substrate turnover; 390,000 tested, 0.01% active; AID 588456; further: potency means the concentration at half of the fitted maximal effect; on the % scale 0 is the no-effect control and ±100 the full control effect; nearly all actives have a fitted effect of over 50% in size
Target sequence (O89049 whole entry, looked up): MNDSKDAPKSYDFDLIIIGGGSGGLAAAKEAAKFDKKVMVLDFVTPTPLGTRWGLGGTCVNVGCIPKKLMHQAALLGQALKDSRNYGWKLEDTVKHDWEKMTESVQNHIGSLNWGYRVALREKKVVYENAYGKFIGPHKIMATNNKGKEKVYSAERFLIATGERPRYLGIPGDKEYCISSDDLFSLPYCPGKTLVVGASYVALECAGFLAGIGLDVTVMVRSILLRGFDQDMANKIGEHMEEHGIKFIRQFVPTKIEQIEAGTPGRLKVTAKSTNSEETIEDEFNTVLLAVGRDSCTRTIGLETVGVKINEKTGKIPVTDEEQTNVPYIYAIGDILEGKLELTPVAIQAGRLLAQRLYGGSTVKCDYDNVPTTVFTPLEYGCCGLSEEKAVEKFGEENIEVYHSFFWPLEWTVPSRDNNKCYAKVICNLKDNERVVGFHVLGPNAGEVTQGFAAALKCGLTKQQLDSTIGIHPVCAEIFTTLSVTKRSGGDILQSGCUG
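Rat TrxR1, dispensed at 90 nM, was prereduced with 400 uM NADPH (final) for 5 min at ~22 deg C, then incubated with compound 15 min before 400 uM selenite. A first-read NADPH fluorescence drop versus no-compound background flagged substrates.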
Vif-A3G inh = Vif-A3G binding inhibition; HeLa A3G-eYFP + Vif (tagged APOBEC3G with the HIV-1 protein that degrades it), YFP fluorescence, overnight; Potency, µM (top dose mostly 46.1 µM), without a hit: at the top dose activity, negative = active, hits mostly inhibitors; 410,000 tested, 0.076% active; AID 602310;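 further: potency means the concentration at half of the fitted maximal effect; on the % scale 0 is the no-effect control and ±100 the full control effect; nearly all actives have a fitted effect of over 60% in size; hits raise eYFP signal because A3G escapes Vif-driven loss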
Target sequence (Q9HC16 whole entry, looked up): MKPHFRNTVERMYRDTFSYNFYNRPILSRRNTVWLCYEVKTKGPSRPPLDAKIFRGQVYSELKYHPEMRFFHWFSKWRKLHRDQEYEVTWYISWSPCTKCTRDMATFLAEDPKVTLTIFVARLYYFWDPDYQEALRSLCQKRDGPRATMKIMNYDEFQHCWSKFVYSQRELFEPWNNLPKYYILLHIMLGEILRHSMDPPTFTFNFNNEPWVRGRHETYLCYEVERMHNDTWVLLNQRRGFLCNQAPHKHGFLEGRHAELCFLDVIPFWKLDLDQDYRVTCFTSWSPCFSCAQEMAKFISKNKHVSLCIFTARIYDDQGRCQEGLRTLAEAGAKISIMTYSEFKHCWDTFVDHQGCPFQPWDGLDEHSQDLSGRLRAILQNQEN
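HeLa cells stably expressing Vif and C-terminally eYFP-tagged A3G, seeded overnight at 37 deg C, then exposed to compound by pintool overnight at 37 deg C. Rise in yellow fluorescence (Ex 488/Em 500-530, Acumen) marks blocked Vif-driven A3G degradation.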
* = called active by the depositor; ? = inconclusive; . = no result given; & = joins results of further samples; [ ] = dose if it differs, or a comment. Unless noted, the call rests on the fitted dose curve; in most records, active means well fitted curve in the direction sought with a large enough effect; inconclusive means small, poorly fitted or top-dose-only effect, or another doubt; inactive means no such curve, though single readings can be large; an effect the other way counts as inactive or inconclusive. This is a subset; count on the stated rates, not on these rows.

SMILES	Vif-A3F inh	RXFP1 ag	USP1 inh	LDHA inh	Glioma ERSR ind	mIDH1 inhibitor	PI4K2A block	TrxR1 substrate	Vif-A3G inh
FC(F)(F)c1ccccc1CNCc1ccc2c(c1)OCO2	4%	0.2%	-9%	-7	0%	8%	8	0%	0%
CCOc1ccc(NS(=O)(=O)c2ccc(C(=O)NCC(c3ccco3)N(C)C)cc2)cc1 (stereo not drawn)	0%	1.0%	-15%	-4	0%	1%	-2	8%	0%
CC1=CC2=NC(=O)CC(C)(C(=O)N(CC(=O)NC3CCCC3)c3ccccc3F)N2C=C1 (stereo not drawn)	14%	1.5%	0%	-11	-1%	1%	3	148%[activator]	0%
CC1CCCCN1C(=O)c1ccc(COc2ccc([N+](=O)[O-])cc2)o1 (stereo not drawn)	-3%	1.0%	-15%	-5	-5%	7%	0	7%	-5%
O/N=C/c1cc2ccccc2n1Cc1ccccc1F	6%	0.7%	-5%	0	-4%	-9%	0	-3%	-3%
O=C(/C=C/c1ccc(F)cc1)c1ccc(N2CCOCC2)cc1	3%	-0.1%	-11%	-6	-1%	-2%	-6	-1%	1%
COc1ccccc1C(=O)NCCC(=O)NCc1cccs1	3%	0.3%	3%	-1	1%	12%	-2	1%	4%
COc1ccccc1NC(=O)/C(=C\c1cccnc1)NC(=O)c1ccc(C)cc1	1%	-1.1%	-26%	-1	-3%	0%	-1	0%	-4%

(more compounds)
SMILES	Vif-A3F inh	RXFP1 ag	USP1 inh	LDHA inh	Glioma ERSR ind	mIDH1 inhibitor	PI4K2A block	TrxR1 substrate	Vif-A3G inh
CCOC(=O)c1ccc(N/C=C/C(=O)C(C)(C)C)cc1	1%	2.5%	?	3	6%	10%	2	-3%	-11%
COc1ccc(Cl)cc1NC(=O)CN(C)CC(=O)Nc1c(C)n(C)n(-c2ccccc2)c1=O	6%	-1.2%	-8%	-6	-3%	8%	3	1%	1%
COc1ccccc1CNC(=O)Cc1csc2nc(-c3ccc(Cl)cc3)cn12	-2%	0.3%	-18%	-6	-1%	-4%	1	-4%[57.1 µM]	-5%
CCCN1C(=O)c2[nH]nc(-c3ccccc3O)c2C1c1ccc(OCc2ccccc2)c(OCC)c1 (stereo not drawn)	0%	-0.5%	?	3	6%	-17%	2	-1%	2%
Cc1n[nH]c(=O)c2c(NC(=O)CSc3nnc(-c4ccncc4)n3C)oc(C)c12	0%	1.1%	-10%	3	-3%	2%	-2	4%	-2%
O=C(O)C1C(c2ccccc2)c2ccccc2C(O)C1CO (stereo not drawn)	-13%	.	-6%	1	-3%	3%	-7	18%	2%
CC(C)CN(C(=O)CCC(=O)OC(C)C(=O)Nc1cccc(C#N)c1)c1c(N)n(CC(C)C)c(=O)[nH]c1=O (stereo not drawn)	0%	-0.5%	0%	-3	2%	-2%	2	-1%[57.1 µM]	-4%
Nc1ccc(Sc2nnnn2-c2ccccc2)c(Cl)c1	-1%	-1.3%	-22%	-3	-4%	5%	0	10%	-1%

The list goes on.
SMILES	Vif-A3F inh	RXFP1 ag	USP1 inh	LDHA inh	Glioma ERSR ind	mIDH1 inhibitor	PI4K2A block	TrxR1 substrate	Vif-A3G inh
CN1CCCCC1(C)C(=O)NCc1cc(Cl)ccc1F (stereo not drawn)	.	.	.	-4	-3%	.	-2	.	4%
C[C@@H]1CN([C@H](C)CO)C(=O)c2c(c3ccccc3n2C)-c2ccccc2CO[C@H]1CN(C)C(=O)Cc1ccccc1	-5%	.	-22%	0	-2%	2%	0	.	0%
CCCCNC(=O)N(O)C1N(/N=C/c2ccco2)C(=S)SC1(C)C (stereo not drawn)	6%	-1.0%	-17%	-1	-3%	-7%	-11	-5%	4%
CCS(=O)c1ccccc1C(=O)O (stereo not drawn)	-3%	-0.7%	-3%	-1	-3%	13%	-5	8%[57.1 µM]	1%
CCc1nc(N2CCCC2C(=O)O)c2oc3ccccc3c2n1 (stereo not drawn)	0%	3.2%	-23%	-1	-10%	2%	1	-4%	0%
Cc1cc(OC(C)C(=O)NCc2ccncc2)c2c(C)c(C)c(=O)oc2c1 (stereo not drawn)	-14%	4.0%	-10%	-13&0	-6%	-5%	-1	38%[activator][57.1 µM]	1%
CCc1nc2ccccc2c(C(=O)OCC(=O)C(C)(C)C)c1C	17%	2.7%	-10%	-1	2%	4%	1	4%[57.1 µM]	-7%
CN(C(=O)CC1C(=O)NCCN1CC(c1ccccc1)c1ccccc1)C(C1CC1)C1CC1 (stereo not drawn)	-2%	1.9%	-27%	-6	2%	-3%	-6	0%	-1%

Following part
SMILES	Vif-A3F inh	RXFP1 ag	USP1 inh	LDHA inh	Glioma ERSR ind	mIDH1 inhibitor	PI4K2A block	TrxR1 substrate	Vif-A3G inh
Cc1ccccc1OCC(=O)Nc1ccc(OCc2cc(=O)n3ccsc3n2)cc1	0%	3.6%	-19%	-2	-1%	3%	-1	4%	-2%
CCc1cc(=O)n2c([nH]c3ccccc32)c1C#N	4%	-1.3%	-18%	13	-1%	10%	-10	124%[activator][57.1 µM]	-2%
CCOC(=O)c1ccc(NC(=O)CC2OCCN(CC)C2=O)cc1 (stereo not drawn)	3%	1.2%	-12%	-7	-7%	-3%	5	-10%	-1%
O=C(NC(=S)NCCN1CCOCC1)c1ccc(F)cc1	-2%	-1.4%	-2%	3	0%	2%	-7	0%	1%
COc1ccc(NC(=O)Nc2ccccc2C(N)=O)cc1	4%	0.2%	-16%	-4	5%	4%	-8	10%	-1%
O=C(c1cc(COc2c(F)cccc2F)on1)N1CCc2ccccc2C1	2%	2.2%	-20%	-2	3%	-8%	1	1%	0%
C=C[C@@H]1c2cc(C)ccc2N(S(=O)(=O)c2ccc(C)cc2)[C@H](c2ccccc2)C1(C#N)C#N	-8%	-0.1%	2%	1	-4%&-1%	-5%	-2	-8%&6%	1%&1%
CCCN1CCC(NC(=O)Nc2cccc3ccccc23)CC1	-23%	0.5%	-9%	2	0%	5%	0	14%	0%

Additional compounds follow.
SMILES	Vif-A3F inh	RXFP1 ag	USP1 inh	LDHA inh	Glioma ERSR ind	mIDH1 inhibitor	PI4K2A block	TrxR1 substrate	Vif-A3G inh
CCCCOc1ccc(CNC(=O)c2ccc(NC(=O)N3CCSc4ncccc43)cc2)cc1	-5%	4.1%	?	-7	-2%	-7%	2	5%	-1%
COc1ccccc1N1CCN(C2CCCN(Cc3cc(F)cc(F)c3)C2)CC1 (stereo not drawn)	2%	2.9%	-2%	-10	-4%	2%	0	-2%	3%
CC(=O)NS(=O)(=O)c1ccc(NC(=O)c2cc(-c3ccc(C)cc3)nc3ccccc23)cc1	7%	1.0%	-8%	-12	-5%	16%	-7	8%[57.1 µM]	-4%
COc1cc(OC)cc(Oc2ccc(S(=O)(=O)N3CCCCC3)cc2[N+](=O)[O-])c1	?	1.7%	-20%	-2	-5%	1%	-8	4%	5%
CCN(CC)C(=O)Cn1c(=O)n(-c2ccc(OC)cc2OC)c(=O)c2c(C)c(C(=O)N(CC)CC)sc21	-2%	0.3%	-17%	-1	-4%	0%	0	7%[57.1 µM]	-1%
O=C1Nc2cnc(Cl)nc2Nc2ccccc21	.	.	.	-5	-2%	.	2	.	-4%
CC1CCN(C(=O)c2cc(-c3ccccc3O)on2)CC1	-1%	2.7%	-1%	1	-5%	-3%	5	5%[57.1 µM]	-1%
CN(C)S(=O)(=O)Oc1ccsc1C(=O)Nc1ccc(Cl)c(Cl)c1	-3%	0.9%	-18%	-3	-1%	7%	-1	-9%[57.1 µM]	-21%

The list continues.
SMILES	Vif-A3F inh	RXFP1 ag	USP1 inh	LDHA inh	Glioma ERSR ind	mIDH1 inhibitor	PI4K2A block	TrxR1 substrate	Vif-A3G inh
O=[N+]([O-])c1cccc(NC(=S)N2CCCC2)c1	1%	-1.8%	-26%	0	-2%	-5%	2	1%	-4%
CC1=NN(C(=O)c2c(Br)c(C)nn2C)C(O)(C(F)(F)F)C1 (stereo not drawn)	2%	0.9%	-2%	-8	2%	-1%	2	-6%	0%
O=C(NCCN1C(=O)S/C(=C\c2ccc(Cl)c(Cl)c2)C1=O)C1COc2ccccc2O1 (stereo not drawn)	7%	2.6%	?	0	1%	0%	-1	8%[57.1 µM]	-4%
NC(N)=NC(N)=Nc1ccc2ccccc2c1	-5%	-2.0%	-20%	-2	2%	-5%	-1	1%	0%
C=CCn1c(C)nnc1SCC(=O)NC1CCCCC1	-3%	-0.4%	-13%	-6	2%	2%	-3	-8%	2%
Cn1c(SCC(=O)c2ccc(F)cc2)nnc1-c1ccccn1	1%	1.3%	-5%	-3	10%	-4%	6	3%	0%
COc1ccc(C2c3c(-c4ccccc4O)n[nH]c3C(=O)N2Cc2ccco2)cc1OC (stereo not drawn)	-7%	3.0%	-21%	0	1%	-25%	2	0%	-4%
COc1ccc(NC(=O)c2sc3nc(C)c(C(=O)Nc4ccc(C)cc4C)c(-c4cccs4)c3c2N)cc1	-4%	14%	?	0	-3%	18%	-2	-15%	1%
